# Luc counter: counter-screen: inhibitors of Kinase-Glo firefly luciferase; Kinase-Glo luciferase, ATP luminescence, 8 min; Q27757; 0.28% of 200,000 active; Potency, µM (titrated, usually from 38.3 µM), inactives show at the highest dose activity change, negative = inhibition, usual class: inhibitors; note: potency is the fitted concentration of half-maximal effect; % is set by controls: 0 for no effect and ±100 for the full control effect; nearly all actives have a fitted effect of over 60% in size
#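 Recombinant Kinase-Glo luciferase, 10 uM ATP (linear range), luciferin; imidazole pH 7.2 / KCl / MgCl2 / Tween / BSA buffer; 8 min RT; luminescence.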
# IMPase Li cell: membrane-permeable IMPase blocker, potentiated with lithium; CHO-M1 cells, IP1 TR-FRET (IP-One), carbachol + lithium; 0.35% of 210,000 active; Potency, µM (titrated, usually from 59.4 µM), inactives show top-dose activity, negative = IMPase inhibition, usual class: inhibitors;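 note: IP1 builds up when IMPase is blocked and the TR-FRET signal falls; potency is the fitted concentration of half-maximal effect; plate controls were basal vehicle for no effect and high inhibitor control for full effect; nearly all actives have a fitted effect of over 50% in size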
#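 Test compounds were applied to CHO-M1 cells previously cultured for 16–30 h at 2000 per well. A small lithium amount accompanied them; after 30 min at 37C, IP1 was quantified by TR-FRET.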
# HTT aggregate: reduces HttQ103-GFP aggregates in PC12 cells | Potency, µM (top dose mostly 46.1 µM), for the others: at the top dose activity change, negative = inhibition, actives largely listed as inhibitors | 1.1% of 220,000 active | AID 1688 | PC12 HttQ103-GFP aggregates, Acumen cytometry, 40 h; note: potency is the fitted concentration of half-maximal effect; % is set by controls: 0 for no effect and ±100 for the full control effect; nearly all actives have a fitted effect of over 60% in size
#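 Aggregate formation scored by laser-scanning cytometer (488 excitation, 500–530 emission) in lysed PC12 cells expressing Q103-GFP after 100 nM tebufenozide induction; library tested in dose series, with ATPLite reagent added in the multiplex.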
# NPSR antagonist: antagonists of human neuropeptide S receptor cAMP signaling; AID 1461; Potency, µM (doses to about 38.3 µM), for the others: at the top dose activity change, negative = inhibition, hits mostly inhibitors; CHO-NPSR cells, cAMP TR-FRET, antagonist mode; 1% of 220,000 active; note: potency is the fitted concentration of half-maximal effect; % is set by controls: 0 for no effect and ±100 for the full control effect; nearly all actives have a fitted effect of over 50% in size; many of its hits are not listed in these tables
# Target sequence (Q6W5P4 whole entry, looked up): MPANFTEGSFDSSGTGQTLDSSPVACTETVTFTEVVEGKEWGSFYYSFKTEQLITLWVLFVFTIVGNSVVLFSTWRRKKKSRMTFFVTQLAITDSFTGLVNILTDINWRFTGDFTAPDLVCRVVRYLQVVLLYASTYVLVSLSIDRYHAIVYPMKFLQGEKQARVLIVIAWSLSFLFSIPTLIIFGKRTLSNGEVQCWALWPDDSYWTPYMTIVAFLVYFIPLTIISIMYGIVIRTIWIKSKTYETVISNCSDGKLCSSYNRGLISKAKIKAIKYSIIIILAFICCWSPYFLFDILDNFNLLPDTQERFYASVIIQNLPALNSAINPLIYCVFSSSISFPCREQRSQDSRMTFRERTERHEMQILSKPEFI
# Epigenetic derep: epigenetic control regulation, reporter derepression; murine LDR cells, GFP reporter derepression, 30 h; Potency, µM (series often up to 53.9 µM), without a hit: top-dose GFP activation, usual class: activators; 0.2% of 280,000 active; note: potency is the fitted concentration of half-maximal effect; % of control where 0% means no effect; nearly all actives have a fitted effect of over 60% in size
#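 Readout is the number of GFP-expressing murine LDR cells, counted by cytometry following washing. Cells were treated with compound for 30 h at 37 C; the stably integrated CMV-GFP locus is normally silent.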
# Lamin A splicing: modulators of lamin A splicing. HeLa LMNA splicing GFP/RFP minigene ratio, 48 h. Potency, µM (titrated, usually from 46.1 µM), without a hit: at the top dose ratio change, negative = inhibition, actives largely listed as inhibitors. 0.01% of 200,000 active. AID 1487; active = well fitted inhibition curve with a large enough effect in the signal ratio, with a control signal flat, not every such curve was filed as active; inconclusive = small, poorly fitted or top-dose-only effect, or effect the other way, or a change in a side signal; the % refers to the signal ratio; note: potency is the fitted concentration of half-maximal effect; % is set by controls: 0 for no effect and ±100 for the full control effect
#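 S3 HeLa stable clones carrying a lamin A-EGFP splicing minigene plus DsRed2 were seeded at 600 cells/well in Opti-MEM with 2% FBS, pin-dosed and incubated 48 h at 37°C. Acumen cytometry (488 nm) gave the GFP/RFP total-intensity ratio.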
# CBFb-RUNX1 inh: inhibitors of human CBF-beta and RUNX1 interaction. Q01196+Q13951. AlphaScreen CBFb-His/RUNX1-biotin binding, biochemical. Potency, µM (top dose mostly 59.8 µM), for the others: at the top dose activity, negative = inhibition, usual class: inhibitors. 230,000 tested, under 10 active. AID 1477; note: % of control where 0% means no effect
# Target sequence (Q01196 whole entry, looked up): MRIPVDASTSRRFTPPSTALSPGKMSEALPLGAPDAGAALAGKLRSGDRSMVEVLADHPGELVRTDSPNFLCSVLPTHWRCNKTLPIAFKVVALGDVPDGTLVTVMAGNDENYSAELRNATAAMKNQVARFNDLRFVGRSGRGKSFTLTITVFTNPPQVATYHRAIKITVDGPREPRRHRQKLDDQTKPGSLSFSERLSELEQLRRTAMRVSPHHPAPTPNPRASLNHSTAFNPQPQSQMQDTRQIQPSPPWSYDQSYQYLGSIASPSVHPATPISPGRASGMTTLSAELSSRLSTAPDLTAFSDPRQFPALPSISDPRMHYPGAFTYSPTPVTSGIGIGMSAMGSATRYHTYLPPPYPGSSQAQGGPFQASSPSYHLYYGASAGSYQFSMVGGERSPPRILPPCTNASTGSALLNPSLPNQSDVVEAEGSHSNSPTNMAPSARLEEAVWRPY
# Target sequence (Q13951 whole entry, looked up): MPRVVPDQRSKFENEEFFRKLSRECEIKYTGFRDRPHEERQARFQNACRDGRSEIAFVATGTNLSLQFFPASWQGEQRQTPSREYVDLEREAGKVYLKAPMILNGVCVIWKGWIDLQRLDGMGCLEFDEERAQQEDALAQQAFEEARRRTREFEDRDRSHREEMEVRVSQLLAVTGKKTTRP
#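 Interaction loss through any mechanism counts as activity. Pre-formed complex of His-CBF-beta and biotin-RUNX1 (30 nM apiece) is incubated with compound 15 min, then with 50 ng nickel and 50 ng streptavidin beads for 90 min before AlphaScreen detection.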
# Starred values were filed as active, the others as inactive; ? = inconclusive; nt = not tested or not shown; & = joins results of further samples; [ ] = another dose, or the depositor's remark. Unless noted, calls come from the whole dose curve; as a rule, active = well fitted curve in the direction sought with a large enough effect; inconclusive = small, poorly fitted or top-dose-only effect, or another doubt; inactive = no such curve, though single readings can be large; an effect the other way counts as inactive or inconclusive.
entry	Structure	Luc counter	IMPase Li cell	HTT aggregate	NPSR antagonist	Epigenetic derep	Lamin A splicing	CBFb-RUNX1 inh
1	COc1ccc(Cl)cc1NC(=O)CSc1nc2sccc2c(=O)[nH]1	nt	19%	11%	-24%	-1.3%	nt	-4%
2	Cc1ccc(-c2nnc(SCC(=O)NNC(=O)COc3ccccc3C)n2C)cc1	1%	-2%	-23%	14%	1.0%	-6%	-6%
3	O=C(Nc1cccc(C(=O)N2CCCC2)c1)c1ccccc1Cl	-1%	15%[38.3 µM]	13%	-4%[46.1 µM]	-4.5%	-2%	-10%
4	O=C(c1ccc(Cl)cc1)c1c[nH]c(C(=O)NNc2cccc(Cl)n2)c1	-1%	-6%	10%	?	2.2%	nt	-1%
5	O=C(OCc1cc(=O)n2cc(Br)ccc2n1)C1COc2ccccc2O1 (configuration not stated)	-3%	-15%[38.3 µM]	7%	2%[46.1 µM]	-1.1%	-4%	-2%
6	COc1ccc(/C=C/C(=O)Nc2ccc3c(c2)CCC3)cc1OC	1%	-3%	-8%	-10%	-0.6%	?	6%
7	COCC(C)NC(=O)CSc1nnc(-c2cccc(S(=O)(=O)N3CCCCC3)c2)o1 (configuration not stated)	2%	8%	4%	1%	-2.2%	nt	6%
8	COCC(=O)n1nc(-c2ccccc2)nc1NCc1ccccc1	-2%	3%	-26%	-5%	-0.1%	-8%[46 µM]	-1%
9	CCOC(=O)c1[nH]c2ccccc2c1NC(=O)CN(C)C	-1%	5%	-6%	-1%[46.1 µM]	-3.2%	-11%	4%
10	Nn1c(SCC(=O)NCc2ccccc2)nnc1C1CC1	-6%	-13%[38.3 µM]	-9%	-2%[46.1 µM]	4.7%	?	-8%
11	COc1ccnc(Oc2ccc(F)cc2)c1C(=O)N/C=N/OCc1ccccc1	-1%	13%	-20%	-14%	-1.4%	2%[46 µM]	-7%
12	CCn1c(SCC(=O)NC2CCS(=O)(=O)C2)nnc1-c1ccccc1 (configuration not stated)	7%	4%	10%	8%	-2.8%	-1%[46 µM]	?
13	Cc1nc(NCc2ccccc2)c2nc(-c3ccccc3)n(CCN3CCCC3)c2n1	-1%	3%	nt	nt	1.5%	nt	10%
14	COc1ccc(-c2nn(-c3ccccc3)cc2C2CC(c3cccs3)=NN2C(=O)CCCC(=O)O)cc1 (configuration not stated)	0%	16%[38.3 µM]	-4%	?	3.4%	-1%	-29%
15	Cc1nc2c(Cl)c(C)nn2c2c1CCC2	-4%	-7%	18%	26%	1.4%	-4%[46 µM]	12%
16	COc1ccc(S(=O)(=O)NCCc2c(C)nn(C)c2Oc2ccccc2)cc1	7%	10%	-20%	-14%[46.1 µM]	0.9%	?	5%
17	COCc1cc(C)nc(OCC(=O)N/N=C/c2ccc(C)cc2)c1C#N	nt	nt	2%[9.22 µM]	40%	-2.4%	nt	-8%
18	COc1ccccc1CCNC(=O)CSc1ccc(-c2cccs2)nn1	0%	-10%	-13%	-11%	3.8%	nt	5%
19	CCN(CC)C(=O)C1=C(C)NC(=S)NC1c1cccs1 (configuration not stated)	0%	5%	21%	6%	-0.6%	nt	6%
20	CSc1nc2ncc(-c3ccsc3)c(N)n2n1	-4%	3%	4%	-5%	0.6%	-1%[46 µM]	-4%
21	CCCn1c(C)cs/c1=N\C(=S)Nc1ccccc1	0%	-29%	9%	-31%	-1.0%	4%	3%
22	COC(=O)c1ccccc1NC(=O)CSc1nc2cccnc2n1C	1%	4%	0%[9.22 µM]	-13%	-7.2%	8%[46 µM]	4%
23	Cc1[nH]c2ccccc2c1/C=N/n1cnnc1	-1%	8%[38.3 µM]	-6%	-17%[46.1 µM]	0.2%	3%	3%
24	O=C(NCCc1ccc(Cl)cc1)c1cnccn1	nt	4%	-7%[9.22 µM]	12%	0.0%	nt	20%
25	Cc1ccc(S(=O)(=O)N(CC(=O)O)Cc2ccco2)cc1	nt	nt	-12%[9.22 µM]	13%	-1.8%	nt	?
26	COc1ccc(-n2c(C)c(C(C)=O)c3cc(O)ccc32)cc1	8%	-6%	0.32µM*	?	2.4%	1%	9%
27	COc1ccc(NC(=O)Nc2ccccc2F)c(C)c1	5%	2%	-19%	7%	4.3%	nt	6%
28	C=CCc1cc(Cl)ccc1OCCN(C)C	-3%	7%[38.3 µM]	5%	8%[46.1 µM]	-0.9%	4%	-3%
29	CCOC(=O)c1c(C)[nH]c(C)c1C(=O)COC(=O)/C=C/c1ccc(OC(F)F)cc1	-1%	17%	5%	3%	3.0%	-11%	-3%
30	O=C(N/N=C/c1cn(-c2ccccc2)nc1-c1ccccc1)c1ccco1	0%	50%[activator][38.3 µM]	8%	?	0.2%	?	2%

# Molecules from the list above with a furan ring, fused or not (2):
entry	Structure	Luc counter	IMPase Li cell	HTT aggregate	NPSR antagonist	Epigenetic derep	Lamin A splicing	CBFb-RUNX1 inh
25	Cc1ccc(S(=O)(=O)N(CC(=O)O)Cc2ccco2)cc1	nt	nt	-12%[9.22 µM]	13%	-1.8%	nt	?
30	O=C(N/N=C/c1cn(-c2ccccc2)nc1-c1ccccc1)c1ccco1	0%	50%[activator][38.3 µM]	8%	?	0.2%	?	2%

# 3 compounds out of the list above, sorted by the number in HTT aggregate, ascending.
cpd	SMILES	HTT aggregate
8	COCC(=O)n1nc(-c2ccccc2)nc1NCc1ccccc1	-26%
9	CCOC(=O)c1[nH]c2ccccc2c1NC(=O)CN(C)C	-6%
15	Cc1nc2c(Cl)c(C)nn2c2c1CCC2	18%

# Next part:
entry	Structure	Luc counter	IMPase Li cell	HTT aggregate	NPSR antagonist	Epigenetic derep	Lamin A splicing	CBFb-RUNX1 inh
31	O=C(Cn1nnc(-c2ccc(S(=O)(=O)N3CCCC3)cc2)n1)NCC1CCCO1 (configuration not stated)	-5%	-11%[38.3 µM]	7%	-7%[46.1 µM]	-1.0%	1%	2%
32	COC(=O)c1ccc(C#CC(NP(=O)(c2ccccc2)c2ccccc2)c2ccccc2)cc1 (configuration not stated)	-9%	13%	nt	nt	8.8%	nt	-19%
33	O=C(O)c1ccoc1CN1CCCCC1	0%	3%	-6%	1%[46.1 µM]	0.0%	-4%	3%
34	COc1cc(C(CCN2CCCC2)c2c(OC)cc(OC)c3c(-c4ccccc4)cc(=O)oc23)cc(OC)c1OC (configuration not stated)	nt	nt	-5%[9.22 µM]	-55%	-0.7%	nt	?
35	CCCc1cc(C(=O)Nc2cccc(C(C)=O)c2)no1	-5%	2%[38.3 µM]	11%	1%[46.1 µM]	0.7%	0%	0%
36	CCN(c1ccccc1)S(=O)(=O)c1ccc(Cl)c(C(=O)OCC(=O)c2[nH]c(C)c(C(C)=O)c2C)c1	-1%	22%	-5%	-2%	0.0%	4%	15%
37	COC(=O)c1ccc(Nc2cc(C)nc3ccc(C)cc23)cc1	nt	nt	-14%[9.22 µM]	31%	3.2%	nt	-7%
38	Cc1oc(-c2cccc(F)c2)nc1CN1CCCCC1CCn1cccn1 (configuration not stated)	0%	11%	-16%[9.22 µM]	21%	0.0%	nt	-4%
39	CC(C)CCn1c(N2CCc3ccccc3C2)nc2c1c(=O)[nH]c(=O)n2C	2%	5%	-3%	-34%	-3.1%	?	1%
40	COc1cc(/C=C2/SC(=S)N(c3c(C)n(C)n(-c4ccccc4)c3=O)C2=O)ccc1O	-8%	22%	27%[9.22 µM]	-37%	-0.2%	nt	-12%
41	C=CCn1c(CC(=O)OC)csc1=Nc1ccc(C(C)=O)cc1	1%	6%[38.3 µM]	-11%	-7%[46.1 µM]	0.7%	?	1%
42	CC(=O)c1cnc2c(-c3cccc(Br)c3)cnn2c1C	1%	-2%	-5%	12%	0.0%	9%	10%
43	O=C(Nc1ccc(Cl)c(Cl)c1)Nc1nnc(CSc2ccccc2)s1	-2%	8%	2.8µM*	-40%	-3.2%	?	5%
44	O=C(CC(NC(=O)c1ccccc1)c1ccccc1)Nc1cccc2ccccc12 (configuration not stated)	2%	-2%	-8%	-10%[46.1 µM]	0.0%	-5%	-5%
45	O=C(Cc1ccccc1)NC1CCS(=O)(=O)C1 (configuration not stated)	-2%	1%	2%	-7%[46.1 µM]	1.2%	-5%	11%
46	Cc1nnc(NC(=O)Cn2nc(C)c3ccccc3c2=O)s1	2%	3%	-5%[9.22 µM]	13%	0.9%	-6%[46 µM]	-3%
47	Cc1cc(C)n2nc(SCC(=O)Nc3ccc(F)cc3)nc2n1	2%	-1%[38.3 µM]	24%	-1%[46.1 µM]	0.7%	0%	0%
48	CC(C)CN=CC1=C(O)c2ccccc2C1=O	nt	nt	0%[9.22 µM]	-7%	0.0%	nt	5%
49	Cc1ccc(CCN2C(=O)c3ccccc3C2C(=O)NCc2cccnc2)cc1 (configuration not stated)	-1%	5%	2%	-6%	-0.3%	10%[46 µM]	-5%
50	O=C1c2sc3nc4n(c(=O)c3c2CCC1Br)CCCCC4 (configuration not stated)	-6%	-2%[38.3 µM]	-7%	-10%[46.1 µM]	-0.9%	4%[0.0737 µM]	-1%
51	COC(=O)N/N=C/C1=CCC2CC1C2(C)C (configuration not stated)	0%	-6%	11%	13%	-2.7%	nt	1%
52	COCCn1ccc(O)c(Cc2ccccc2)c1=O	1%	17%[38.3 µM]	0%	18%[46.1 µM]	0.0%	-16%	9%
53	C#C[C@]1(O)CC[C@@H]2[C@H]3CCC4=CCCC[C@@H]4[C@@H]3CC[C@@]21C	4%[17.1 µM]	2%	0%[20.6 µM]	nt	5.2%[16.9 µM]	?	11%[21.7 µM]
54	CC(=O)c1c(C)[nH]c(C(=O)N2CCc3ccccc32)c1C	-5%	21%[38.3 µM]	4%	7%[46.1 µM]	-0.1%	-16%	-1%
55	Cc1ccc(CN2C3CCCC2CC(NC(=O)c2ccc(C)cc2)C3)cc1 (configuration not stated)	2%	20%	9%[9.22 µM]	-6%	-7.6%	?	7%
56	COc1ccccc1-c1nc(SCC(=O)O)n[nH]1	-4%	-8%[38.3 µM]	-6%	-4%[46.1 µM]	0.0%	12%	2%
57	Cc1nnc(NC(=O)c2cccc(NC(=O)C(C)C)c2)s1	-2%	-5%[38.3 µM]	5%	-7%[46.1 µM]	1.8%	1%	3%
58	Cc1c(C(=O)O)cccc1-c1ccc(/C=N/Nc2ccc(Br)cc2)o1	-6%	2%	?	-26%	-0.9%	?	1%
59	O=C(O)c1cc(NCc2ccc(F)cc2)ccc1N1CCOCC1	-3%	3%	-17%	-8%[46.1 µM]	0.9%	-8%	6%
60	CCc1ccc(Nc2nc(N)nc(CSc3nc4ccccc4s3)n2)cc1	3%	17%	1%	-9%[46.1 µM]	0.0%&19%	?	-3%
61	O=C1CN(C(=O)CSc2nc3cc(Cl)ccc3c(=O)n2Cc2ccccc2)c2ccccc2N1	2%	-3%	-16%	-35%	1.0%	-7%	-1%

# Compound activity from PubChem BioAssay.

# Some of the compounds tested (hit frequency here may not be typical).
